# Bioassay records as filed in PubChem.
# M. tuberculosis HTS – M. tuberculosis growth inhibition, HTS (AID 449762) | one-dose inhibition, % at 25 µM; IC50 in µM for titrated hits | hit rate 0.59% among 330,000 | M. tuberculosis H37Rv growth inhibition, 7H9 media; higher % means a stronger effect; in the data active = a potency from the dose series; inconclusive = inhibition above about 70% without an active follow-up result;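 also: bacterial growth assessed after seven days of incubation; strong numbers were not always called active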
# M. tuberculosis – growth inhibition of non-replicating M. tuberculosis (AID 488890); Mycobacterium tuberculosis non-replicating, growth inhibition; higher % means a stronger effect; hit rate 0.39% among 320,000; inhibition, % at 25 µM, or IC50 in µM where a hit was titrated; in the data active = a potency from the dose series; inconclusive = inhibition mostly from about 82% at the one dose, without a potency; inactive = the rest, 99 in 100 with inhibition below about 76%;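 also: plate controls were DMSO cells for no effect and high antibiotic wells for full effect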
# VEEV TC-83 Vero – inhibitors of VEEV TC-83 cytopathic effect, confirmation, Vero cells (AID 588727) | Vero cells, VEEV TC-83 cytopathic effect inhibition; higher % means a stronger effect | one-dose inhibition, % at 20 µM; IC50 in µM for titrated hits | hit rate 0.13% among 350,000; in the data active = a potency from the dose series; inconclusive = inhibition mostly from about 14% at the one dose, without a potency; inactive = the rest, 99 in 100 with inhibition below about 12%; also: strong numbers were not always called active
# H1N1 NS1A inhibition – H1N1 influenza NS1A inhibitors, functional cell based assay (AID 504329) | one-dose inhibition, % at 12.5 µM; IC50 in µM for titrated hits | NS1A functional cell-based assay, percent inhibition; higher % means a stronger effect | hit rate 0.3% among 340,000; in the data active = a potency from the dose series; inconclusive = inhibition above about 27% without an active follow-up result; also: strong numbers were not always called active
# PhoP GFP inhibition – Inhibition of PhoP regulon, Salmonella typhi GFP reporter cells, confirmation, 4 h (AID 1850); Salmonella Typhi PhoP-promoter GFP reporter, fluorescence, 4 h; higher % means a stronger effect; inhibition, % at 50 µM, or IC50 in µM where a hit was titrated; hit rate 0.33% among 310,000; in the data active = a potency from the dose series; inconclusive = inhibition mostly from about 25% at the one dose, without a potency; inactive = the rest, 99 in 100 with inhibition below about 19%;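 also: 0% = induced wells with vehicle and 100% = uninduced wells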
# VEEV TC-83 Vero 10K pilot screen – further read-out of VEEV TC-83 Vero, marked with its call; inhibition, %; measured here: 10K pilot screen inhibition
# * hit, by the source's call; i = inactive; ? = inconclusive; · = no result given.
SMILES,M. tuberculosis HTS,M. tuberculosis,VEEV TC-83 Vero,H1N1 NS1A inhibition,PhoP GFP inhibition,others
Cc1ccc(-n2c(SCc3ccc(C#N)cc3)nnc2-c2ccccn2)cc1,-3%,24%,1.3%,-2%,3%,
COCCNc1nc(N)c([N+](=O)[O-])c(NCC2CCCO2)n1 (centres undefined),5%,5%,i,15%,-2%,
CC(=O)c1cccc(NC(=O)NC2CCCCC2)c1,-10%,-7%,i,-13%,-10%,
CCN(CC(=O)Nc1c(F)cccc1F)C(=O)C1CCN(S(=O)(=O)c2ccc(F)cc2)CC1,-3%,-9%,0.7%,-8%,-2%,
CCN(C(=O)C(C)OC(=O)CCCNC(=O)c1ccc(Cl)cc1)c1ccccc1 (centres undefined),-4%,-9%,1.6%,-4%,-1%,
O=C(O)C1=C[C@H](c2ccc(Br)cc2)C[C@H](OCCCCO)O1,0%,20%,0.2%,2%,-8%,
CCOC(=O)C1CCN(C(=O)CN2C(=O)NC3(CCCCC3)C2=O)CC1,0%,-1%,1.4%,-6%,·,
Cc1sc2ncnc(N3CCC(C(=O)NNC(=O)COc4ccc(Cl)cc4)CC3)c2c1C,·,·,8.3%,-2%,·,
Cc1cc(C(=O)Nc2ccc(N3CCCC3)c(Cl)c2)ccc1[N+](=O)[O-],-2%,74%,1.7%,7%,2%,
CN(C)S(=O)(=O)c1ccc(C(=O)NCC(=O)N/N=C/c2ccco2)cc1,1%,-5%,i,0%,-9%,
COc1cccc(C(=O)OCC(=O)c2ccc(Br)s2)c1,-3%,?,0.1%,91%,-9%,
O=C(N/N=C/c1ccc(N2CCOCC2)cc1)c1ccc(O)cc1,5%,45%,9.3%,-15%,30%,
CCOC(=O)CN1C(=O)C(O)(C2CCc3ccccc3C2=O)c2ccccc21 (centres undefined),3%,1%,2.9%,5%,1%,
CCOC(=O)CC(=O)CSc1nc(-c2ccccc2)cc(-c2ccc(Cl)cc2)c1C#N,-2%,-8%,i,-5%,0%,
COc1ccccc1N1CCN(S(=O)(=O)c2c[nH]c(=O)[nH]c2=O)CC1,6%,-30%,1.0%,-6%,9%,
CN(CC1CCCN(CCc2ccc(F)cc2)C1)C(=O)CCC(N)=O (centres undefined),2%,13%,3.2%,-9%,-1%,
CC[C@@H](C)[C@H](N)C(=O)NC[C@H]1O[C@@H](n2cnc3c(N)ncnc32)[C@H](O)[C@@H]1O,·,·,i,-12%,·,
CC(C)(C)c1ccc(NC(=O)C2CCCN(c3cnccn3)C2)cc1 (centres undefined),1%,22%,5.2%,5%,-1%,
CCN(CC)c1ccc(/C=N/NS(=O)(=O)c2ccc(CNC(C)=O)cc2)cc1,2%,15%,0.7%,12%,-6%,
O=C(CSc1nnnn1-c1ccccc1)Nc1ccc(N2CCOCC2)c(Cl)c1,-1%,2%,0.2%,-8%,0%,
O=c1c(OC2OC(CO)C(O)C(O)C2O)c(-c2ccc(O)c(O)c2)oc2cc(O)cc(O)c12 (centres undefined),2%,-24%,9.8%,9%,4%,
CCOC(=O)c1cnc2c(cnn2C)c1NCCCN(C)C,-11%,16%,i,-9%,6%,
CC1CN(c2ncnc3c2oc2ccccc23)CC(C)O1 (centres undefined),-10%,7%,6.9%,20%,7%,
CC(C)Cn1cc(C(=O)N2CCC(C)CC2)c2c3ccccc3n(C)c2c1=O,0%,21%,3.8%,11%,11%,
O=C(Nn1cnnc1)c1cc2c(s1)CCCC2,-8%,11%,2.9%,-2%,-7%,
O=C(Nc1ccc2[nH]ncc2c1)c1ccccc1Br,4%,-1%,i,-1%,-2%,
CCOC(=O)c1csc(NC(=O)c2ccc(N3C(=O)CCC3=O)cc2)n1,0%,4%,2.7%,-5%,-9%,
C/C(=N\N=C(N)N)c1cccc(Cl)c1,3%,16%,i,2%,10%,
Cn1c(=O)n(C)c2cc(NS(=O)(=O)c3ccc(Br)s3)ccc21,2%,-6%,8.4%,1%,12%,
COc1ccc(S(=O)(=O)NC(C)C(=O)Nc2ccccc2C(F)(F)F)cc1 (centres undefined),-5%,6%,i,5%,-1%,
COC(=O)C1=NN(C(=O)c2ccccc2)C(O)(c2ccc([N+](=O)[O-])cc2)C1 (centres undefined),5%,·,1.3%,-31%,-3%,
COc1ccc(NC(=O)Cn2c([N+](=O)[O-])cnc2C)cc1Cl,7%,0%,1.2%,-15%,8%,
O=C(Nc1ccc(S(=O)(=O)Nc2ncccn2)cc1)c1cccnc1,-9%,5%,2.4%,-7%,7%,
O=C(CCNS(=O)(=O)c1cccs1)N1CCc2ccccc2C1,-3%,-8%,5.5%,-5%,2%,
c1ccc(OCc2nn3c(C4CCCCC4)nnc3s2)cc1,-1%,78%,3.4%,-27%,-8%,
N#CC1=C(N)C(C#N)(C#N)C(c2cccnc2)C2CCCC=C12 (centres undefined),2%,18%,·,·,1%,
O=C(O)/C=C/C(=O)NCCc1ccccc1,2%,11%,1.3%,13%,-15%,
Cc1cccc(C)c1NC(=O)Cn1nnc(C(=O)Nc2ccc(F)cc2F)c1N,-10%,-13%,3.0%,-5%,-4%,
O=C(N/N=C/C=C/c1ccc([N+](=O)[O-])cc1)C1COc2ccccc2O1 (centres undefined),2%,60%,0.9%,17%,-8%,
CCOC(=O)c1nn(-c2ccccc2)c(C)c1C(C)=O,5%,4%,5.5%,0%,3%,
CC(CCc1ccccc1)NC(=O)c1ccco1 (centres undefined),7%,65%,0.2%,19%,0%,
COc1ccc(Cl)cc1NC(=O)c1nc2nc(C)cc(C(F)F)n2n1,-8%,2%,8.4%,4%,-2%,
COc1ccc(CC(=O)NNC(=O)COc2ccc(Br)cc2C)cc1OC,4%,-13%,1.2%,2%,-4%,
O=C1/C(=C/c2cccc(F)c2)SC(=S)N1NS(=O)(=O)c1ccccc1,-8%,41%,1.4%,-12%,-17%,
CCN(CC(O)Cn1c2ccccc2c2ccccc21)S(=O)(=O)c1ccc(F)cc1 (centres undefined),-11%,6%,i,-6%,-9%,
Cc1c(NC(=O)c2cc3ccccc3o2)c(=O)n(-c2ccccc2)n1C,-7%,8%,0.1%,7%,-9%,
O=C(O)c1cc(-c2ccccc2)nn1CC1CC(c2cccc([N+](=O)[O-])c2)=NO1 (centres undefined),-6%,-12%,·,·,-7%,
Cc1cccc(OCC(=O)Nc2ccc3c(c2)nc(CCN2CCN(C)CC2)n3C)c1,-3%,?,5.8%,-4%,10%,
CCC(C)C(NS(=O)(=O)c1ccc(C)cc1)C(=O)N1CCOCCOCCOCC1 (centres undefined),-9%,-8%,0.1%,-3%,5%,
Cc1nn(Cc2ccccc2)c2c1C(c1ccccc1)C(C#N)=C(N)O2 (centres undefined),-4%,1%,i,4%,-6%,
Cc1ccc(C(=O)O)cc1NC(=S)NC(=O)C(c1ccccc1)c1ccccc1,6%,51%,5.8%,6%,4%,
O=C1OC[C@@H]2CCCN2C(=O)[C@@H](CC(=O)N(CCO)Cc2ccccc2)C/C=C\C[C@@H]1Cc1ccc(F)cc1,-1%,-13%,7.1%,-14%,·,
COC(=O)c1cccc(C23CC4(C2)[C@H](CN(Cc2ccc(C(F)(F)F)cc2)[C@@H]4c2ccccc2)C3c2ccc(Cl)nc2)c1 (some centres undefined),6%,35%,3.5%,-1%,-4%,
COc1cc(-c2cc(C(=O)O)c3c(OC)c(OC)c(OC)cc3n2)ccc1O,-1%,6%,0.8%,-5%,-5%,
Cc1cccc(C)c1OCc1cc(C(=O)N2CCC(c3ccncc3)CC2)no1,?,48%,i,-1%,7%,
C=CCN(C(=O)c1oc2c(Cl)cc(C)cc2c1C)C1CCS(=O)(=O)C1 (centres undefined),7%,23%,2.0%,0%,5%,
COc1ccc(OC)c(CN2CCN(C(=O)CN3C(=O)NC4(CCCC4)C3=O)CC2)c1,-8%,-13%,1.9%,5%,9%,
CCOCCCNC(=O)c1ccc(OC)c(OC2CCN(C(C)C)CC2)c1,-10%,-9%,0.1%,-4%,-8%,
Nc1c(N(CCO)C(=O)COc2ccc(Cl)cc2)c(=O)[nH]c(=O)n1Cc1ccccc1,-3%,13%,0.6%,-17%,-6%,
COc1cccc(/C=C2\Oc3ccc(O)cc3C2=O)c1O,5%,-5%,1.6%,20%,-10%,

# Overlap with the part before: 2 compounds, then new ones.
SMILES,M. tuberculosis HTS,M. tuberculosis,VEEV TC-83 Vero,H1N1 NS1A inhibition,PhoP GFP inhibition,others
Nc1c(N(CCO)C(=O)COc2ccc(Cl)cc2)c(=O)[nH]c(=O)n1Cc1ccccc1,-3%,13%,0.6%,-17%,-6%,
COc1cccc(/C=C2\Oc3ccc(O)cc3C2=O)c1O,5%,-5%,1.6%,20%,-10%,
COc1ccccc1CNC(=O)Cn1ccsc1=N,-6%,-3%,0.3%,-5%,-4%,
CCOC(=O)C1(Cc2cccc(F)c2)CCN(C(=O)C2CCOCC2)CC1,-1%,-4%,0.8%,-2%,6%,
CN(C)[C@@H](CO)c1nnc([C@H](CC(=O)O)NC(=O)C2CCNCC2)o1,1%,-18%,0.4%,-5%,0%,
O=C(Nc1ccnn1C1CCNCC1)c1ccc2c(c1)OCO2,·,·,7.8%,-4%,·,
Cc1ccc(NC(=O)COc2ccc(-n3cnnn3)cc2)cc1C,46%,11%,0.3%,3%,-6%,
CCOC(=O)C1=C(COC(=O)Cc2ccccc2F)NC(=O)NC1C (centres undefined),-4%,-14%,1.3%,-3%,4%,
O=C(O)COCC(=O)NCc1nc(-c2ccc(C(F)(F)F)cc2)no1,-1%,-6%,i,·,8%,
Cc1nnc(Nc2ccc(S(N)(=O)=O)cc2)c2ccccc12,-2%,5%,0.2%,-8%,-1%,
Cc1cccc2cc(C(c3nnnn3CC3CCCO3)N3CCc4ccccc4C3)c(=O)[nH]c12 (centres undefined),0%,19%,·,·,14%,
O=C(NCCc1ccccc1)C1CCC(Cn2c(=O)c3ccccc3n(Cc3cccc(Cl)c3)c2=O)CC1 (centres undefined),-7%,-8%,0.8%,-9%,3%,
COc1ccccc1NC(=O)c1cccc(S(=O)(=O)N2CCN(c3ccccc3)CC2)c1,-3%,16%,1.2%,3%,·,
CCNc1nc(NCC)n2c(SCC(=O)Nc3ccc(C)c(C)c3)nnc2n1,-2%,24%,2.0%,-5%,4%,
CC1CCCC(NC(=O)c2ccc3c(c2)OCCO3)C1C (centres undefined),5%,29%,1.3%,-15%,·,
Cc1ccsc1/C=N/NC(=O)CNC(=O)c1ccc(S(=O)(=O)N(C)C)cc1,-2%,8%,1.3%,6%,-1%,
CCCNC(=O)c1ccc(C)c(NC(=O)C2=C(C)OCCS2)c1,-9%,-12%,0.4%,-27%,-4%,
C=CCOc1ccc(/C=C/C(=O)OCC(=O)NCCC2=CCCCC2)cc1,32%,73%,6.5%,-9%,-6%,
Cc1nc2cc(NC(=O)NC3CC3)ccc2n1C,3%,-1%,0.2%,8%,-6%,
CC(=O)Cn1c2ccccc2n2nc(CCC(=O)O)c(=O)nc12,-1%,-26%,i,-10%,8%,
CN(C)/C=N/c1[nH]ncc1C#N,-3%,-9%,2.3%,·,0%,
N=C1/C(=C\c2ccc(OC(=O)c3ccc(F)cc3)cc2)C(=O)N=C2SC(N3CCCC3)=NN12,-3%,35%,3.6%,2%,6%,VEEV TC-83 Vero 10K pilot screen=6.1
O=C(NC1CCCC1)C(c1cccs1)N(Cc1ccco1)C(=O)c1csnn1 (centres undefined),-3%,17%,4.4%,-2%,-1%,
COc1ccc(OCc2cccc(C(=O)NN)c2)cc1,5%,30%,i,-3%,-11%,
CCOc1ccccc1C(=O)N(Cc1ccc(C)o1)C1CCS(=O)(=O)C1 (centres undefined),2%,1%,1.1%,-1%,9%,
CCCCOCCOCCOCCCC,9%,-5%,0.2%,-23%,·,
COc1cc(OC)nc(NC(=O)NS(=O)(=O)c2ccc(F)cc2)n1,-4%,-3%,1.2%,·,-5%,
COc1cc(/C=N\NC(=O)CNC(=O)C(c2ccccc2)c2ccccc2)ccc1O,1%,20%,4.8%,14%,-21%,

# 4 records picked at random from the list so far, as already listed:
SMILES,M. tuberculosis HTS,M. tuberculosis,VEEV TC-83 Vero,H1N1 NS1A inhibition,PhoP GFP inhibition,others
CN(C)/C=N/c1[nH]ncc1C#N,-3%,-9%,2.3%,·,0%,
CCCCOCCOCCOCCCC,9%,-5%,0.2%,-23%,·,
COc1ccc(OCc2cccc(C(=O)NN)c2)cc1,5%,30%,i,-3%,-11%,
O=C(NC1CCCC1)C(c1cccs1)N(Cc1ccco1)C(=O)c1csnn1 (centres undefined),-3%,17%,4.4%,-2%,-1%,
